Source: PubChem (several laboratories)
MT stabilizer = microtubule stabilizers in HeLa cells. HeLa tubulin immunostaining HCS, 24 h; share of cells brighter than vehicle mean+2SD. % tubulin-high responders, % at 10 µM. actives 0.83% (n = 200,000). AID 2205;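 active = plate Z-score above 3 for both tubulin-high and condensed-nucleus cell shares, with cell loss under 80%, at 10 µM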;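 note: anti alpha tubulin signal scored within the nucleus-defined area of each cell; some results filed as inactive read as strong as hits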
WT yeast gro inh = growth inhibition of WT yeast, mitochondrial fusion screen; mitochondrial fusion phenotypic screen, WT strain; inhibition, % at 10 µM; actives 2.1% (n = 190,000); in the data active = inhibition above about 58%; tested in S. cerevisiae
Autophagy mod = alters autophagy in cells | calls only at 10 µM (by protocol) | actives 0.98% (n = 190,000) | MEF GFP-LC3 puncta imaging; test concentration mostly 10 µM;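 active = percentage of spot-positive cells more than 3 SD above its plate mean, without a fluorescence outlier flag or 80% toxicity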;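 note: spot-positive cell cutoff set from DMSO-treated cells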
Dynein transport = blocks dynein driven cargo transport along microtubules; z-score, hits read low; 3617.4 mouse cells, GR-EGFP nuclear translocation imaging; test concentration mostly 20 µM; stimulated with dexamethasone, 1 µM; active compounds read low; AID 1381; actives 0.47% (n = 220,000);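 active = plate z-score of nuclear minus cytoplasmic receptor signal below a set negative limit, without overly bright fluorescence or cell loss, cut at about -3.5 in these data, passing the limit was not always enough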;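 note: z-score of nuclear minus cytoplasmic ring GR-EGFP intensity difference per well; some compounds called inactive have numbers as strong as hits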
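Schedule: 48 h induction, then 1 h compound, then 30 min agonist, 37 °C. Buffer or medium: tetracycline-free induction medium containing charcoal-stripped FBS. Reagent: 1.0 µM final dexamethasone stimulus. Evaluation: nuclear versus cytoplasmic GR-EGFP signal, averaged per well. Signal: high-content fluorescence imaging after fixation.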
Yfh1-depleted yeast = enhancers of respiration in Yfh1-depleted yeast, dose response, Friedreich's ataxia, plus single-dose screen (AID 1465); fold induction at 50 µM, or EC50 in µM where a hit was titrated; S. cerevisiae Yfh1-off respiration, WST-1 reduction, 72 h; higher fold induction means a stronger effect; actives 0.074% (n = 220,000);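 active = fold induction of absorbance versus untreated yeast above a set limit, then at least 30% activation at any dose in follow-up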;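 note: activators that raise dye reduction in frataxin-depleted yeast; strong numbers were not always called active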
b-catenin transl = beta-catenin nuclear translocation modulation; HeLa beta-catenin nuclear translocation, immunofluorescence imaging; nuclear translocation activity, % at 5 µM; actives 0.3% (n = 190,000);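 active = nuclear translocation activity above 50% at 5 µM, with a well cell count of 50 or more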;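 note: per-cell ratio of nuclear to cytoplasmic median beta-catenin stain intensity; plate controls were DMSO negative control for no effect and GSK-3 inhibitor IX positive control for full effect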
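Read-out: Nuclear/cytoplasmic beta-catenin signal ratio, % activation | Assay system: Human HeLa cell line | Times: 24 h compound exposure at 37°C, 5% CO2 | Signal: Fluorescence imaging of beta-catenin antibody stain plus DAPI | Dosing: 5 µM primary, 0.02–20 µM confirmation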
Hep lipid drop = modulators of hepatic lipid droplet formation; AID 1656; inhibition, % at 6.5 µM; AML12 mouse hepatocytes, oleate lipid droplets, BODIPY imaging; actives 0.4% (n = 240,000);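 active = lipid droplet intensity inhibited by at least 50%, with more than 500 cells counted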
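Assay system: AML12 mouse liver cells | Compound dosing: One dose, 6.5 µM compound | Read-out basis: Droplet intensity reduction, % inhibition | Measured by: Fluorescence imaging, 20x objective, two fields per well | Schedule: Overnight treatment with compound plus oleate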
Ins promoter up = MIN6 insulin promoter up-regulation | MIN6 insulin promoter-GFP reporter, high-content imaging; active compounds read high | actives 0.3% (n = 190,000) | z-score at 5 µM | AID 1625;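 active = z-score above 3 at 5 µM with at least 500 cells counted in the well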
HEK293 NOD2/NF-kB = NOD2 signaling inhibitors, cell-based, luminescence, uHTS, HEK293 (AID 1566); HEK293 NOD2/NF-kB luciferase reporter, luminescence; higher % means a stronger effect; inhibition, % at 4 µM; hits with a dose series show EC50 in µM; actives 0.63% (n = 290,000); in the data active = inhibition above about 50%; note: many of its hits are not listed in these tables
WT yeast gro inh mutant strain = recorded beside WT yeast gro inh, whose call it bears; inhibition, %; mitochondrial fusion phenotypic screen, mutant strain inhibition
Dynein transport cytoplasmic EGFP = second read-out of Dynein transport, no call of its own (marks repeat the call); z-score; measured here: cytoplasmic GR-EGFP intensity; active compounds read high
Dynein transport nuclear GR-EGFP = also measured in Dynein transport; calls as there; z-score; measured here: nuclear GR-EGFP intensity;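 lower value marks the stronger effect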
Dynein transport cell count = further read-out of Dynein transport, marked with its call; z-score; measured here: cell count per field
Ins promoter up cell count = further read-out of Ins promoter up, marked with its call; cell count; measured here: cytotoxicity, nuclei count;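 total cells summed across four imaged fields per well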
Hep lipid drop cells 6.5 µM = further read-out of Hep lipid drop, marked with its call; cell count; measured here: cell count, cytotoxicity flag;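 cells counted across two imaged fields per well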
b-catenin transl cell count 5 µM = recorded beside b-catenin transl, whose call it bears; cell count; measured here: cell count, cytotoxicity flag
MT stabilizer Hoechst-high % = also measured in MT stabilizer; calls as there; % Hoechst-high responders; measured here: nuclear condensation Hoechst responders;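 share of cells brighter than vehicle mean plus two SD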
MT stabilizer cytotoxicity % = recorded beside MT stabilizer, whose call it bears; toxicity, %; measured here: cytotoxicity by cell density;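 0% = mean cell density of plate MIN control wells and 100% = no cells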
Autophagy mod cell loss 18 h = further read-out of Autophagy mod, marked with its call; toxicity, %; measured here: cell loss, nuclei count;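 cell loss after 18 h compound exposure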
Active calls of the source: *; i = inactive; nt = no result given.

Below each SMILES – MT stabilizer | MT stabilizer Hoechst-high % | MT stabilizer cytotoxicity % | WT yeast gro inh | WT yeast gro inh mutant strain | Autophagy mod | Autophagy mod cell loss 18 h | Dynein transport | Dynein transport cytoplasmic EGFP | Dynein transport nuclear GR-EGFP | Dynein transport cell count | Yfh1-depleted yeast | b-catenin transl | b-catenin transl cell count 5 µM | Hep lipid drop | Hep lipid drop cells 6.5 µM | Ins promoter up | Ins promoter up cell count | HEK293 NOD2/NF-kB
- CN1N=C(C(F)(F)F)CC1=O
    1.2 | 2.0 | 2.3 | 2 | -23 | i | -12 | -0.55 | -0.15 | -0.57 | 0.74 | i | -0.4 | 1027 | nt | nt | -0.6 | 1212 | 10%
- C[C@@H]1CN=C2N(CCNC(=O)CCC3CCCCC3)[C@H](Cc3ccc(O)cc3)CN21
    3.0 | 1.6 | 5.5 | 0 | -8 | i | 9 | 0.097 | -0.28 | 0.36 | -0.3 | i | 1.7 | 1032 | -2 | 719 | -0.22 | 1411 | 11%
- C=C(C)C(C)(C#CCN1CCCC1)OC(C)=O (stereo not drawn)
    4.8 | 2.2 | 6.8 | -11 | -15 | i | 0 | 2.6 | -0.13 | 1.7 | -2.2 | i | -0.5 | 1036 | -6 | 694 | 0.1 | 1875 | 15%
- O=C(Cc1ccc([N+](=O)[O-])cc1)N1N=C(C2CC2)CC1(O)C(F)(F)F (stereo not drawn)
    3.1 | 1.7 | 2.9 | 13 | 11 | i | 16 | -0.37 | -0.25 | 0.55 | -1.6 | i | 2.3 | 457 | -27 | 776 | nt | nt | 0%
- Cc1nnc(SCc2nnc(-c3cccs3)o2)n1C1CCCCC1
    3.8 | 1.5 | 6.4 | -4 | 4 | i | 1 | -0.054 | -0.26 | -0.049 | -0.45 | i | 0.2 | 1065 | 0 | 667 | -0.31 | 1249 | 3%
- CN(C1CCCCC1)S(=O)(=O)c1ccc2c(c1)c(=O)c(C(=O)NCCN1CCCC1)cn2C
    5.1 | 3.5 | 5.3 | -6 | -3 | i | 15 | -0.6 | -0.17 | -0.17 | 0.48 | i | nt | nt | nt | nt | -0.26 | 850 | 4%
- COc1ccc(/C=N/Nc2snc(SC)c2C#N)cc1OC
    2.9 | 1.4 | 4.5 | 6 | 2 | i | 3 | 1.2 | -0.12 | 1.1 | -1.4 | i | 1.7 | 1482 | nt | nt | -0.55 | 1648 | -73%
- Cc1ccc2[nH]c(=O)c(CN3CCCCC3)c(-c3ccccc3)c2c1
    2.5 | 1.3 | 2.5 | -3 | -8 | i | 11 | 0.65 | 0.13 | 0.69 | -0.54 | i | 0.1 | 1496 | -15 | 644 | -1.3 | 1247 | 3%
- COC(=O)C(Cc1cnc(Cl)s1)(C(=O)OC)c1ccc([N+](=O)[O-])cc1
    2.7 | 1.5 | 4.3 | 15 | 19 | i | 2 | -0.076 | -0.27 | -0.12 | 0.54 | i | -2.9 | 1127 | -8 | 788 | 0.11 | 917 | -12%
- Cc1n[nH]c(C)c1S(=O)(=O)Nc1ccc2c(c1)OCCO2
    2.2 | 1.1 | 12 | -7 | 0 | i | -1 | 1.6 | -0.26 | -0.23 | -0.097 | i | -0.1 | 1147 | -9 | 779 | 0.16 | 1129 | 3%
- NS(=O)(=O)c1ccc(Nc2ccc([N+](=O)[O-])c3nonc23)cc1
    nt | nt | nt | nt | nt | nt | nt | -0.58 | -0.25 | 0.48 | 0.075 | i | 0.8 | 1378 | 0 | 688 | 0.49 | 1040 | -7%
- NCCCCCc1nnc(SCc2ccc(Cl)cc2Cl)o1
    3.1 | 1.9 | 6.5 | 3 | 4 | i | 5 | 4 | 1.9 | 2 | -4.2 | i | 1.2 | 1344 | nt | nt | 0.09 | 1561 | 16%
- CCOC(=O)N1CCN(S(=O)(=O)c2ccc(C)c(C)c2)CC1
    2.2 | 1.6 | 3.5 | 81* | -2.0* | i | -2 | -0.44 | -0.29 | -0.57 | 0.6 | i | -0.9 | 1104 | 4 | 637 | nt | nt | 2%
- c1ccc(-c2nc(NCc3ccco3)c3ccccc3n2)nc1
    2.4 | 3.2 | 1.2 | 37 | 30 | i | 5 | -0.53 | -0.067 | -0.2 | 0.51 | i | 0.3 | 849 | nt | nt | -0.72 | 640 | -22%
- COc1ccc(NS(=O)(=O)c2ccc(N3CCCC3=O)cc2)cn1
    11 | 44 | 21 | -15 | -15 | i | 5 | -0.22 | -0.24 | -0.51 | 0.71 | i | -0.6 | 1060 | -14 | 653 | -0.03 | 1055 | 3%
- O=C(CNC(=S)N(Cc1ccccc1F)C1CCCCC1)NCC1CCCO1 (stereo not drawn)
    1.7 | 1.9 | 6.5 | -5 | -13 | i | 3 | 0.44 | -0.18 | -0.13 | -0.013 | i | -0.8 | 1123 | -4 | 689 | 0.73 | 1308 | 2%
- CCOC(=O)C1(Cc2ccc(OC)cc2)CCN(C(=O)c2cncs2)CC1
    1.6 | 2.0 | 2.4 | -1 | 7 | i | 14 | 0.69 | -0.26 | 0.53 | -0.58 | i | 1.2 | 1068 | -13 | 611 | 1.7 | 1520 | -29%
- O=C1CN(C(=O)CN2C(=O)NC3(CCCCC3)C2=O)c2ccccc2N1
    1.7 | 1.5 | 1.5 | 5 | 9 | i | 11 | -0.12 | -0.31 | 0.75 | -1.2 | i | 0.1 | 1037 | 2 | 741 | 1.2 | 1086 | 10%
- CN(C)/C(Cn1cncn1)=C1/N=C(c2ccccc2)OC1=O
    1.3 | 2.8 | 0.2 | -9 | -5 | i | 34 | -0.28 | -0.22 | 0.017 | 0.44 | i | -0.7 | 1148 | -13 | 654 | -0.2 | 1372 | 16%
- COc1cc(C(=O)NCc2nnc(SCC(=O)Nc3cc(C)on3)o2)cc(OC)c1OC
    3.3 | 2.2 | 6.3 | -7 | 6 | i | -2 | 0.41 | -0.26 | 0.9 | -1.2 | i | -1.3 | 986 | -2 | 713 | 0.18 | 1302 | 5%
- CCOC(=O)C1CCN(C(=O)CCCCn2c(=O)[nH]c3ccccc3c2=O)CC1
    3.4 | 1.7 | 3.9 | -14 | 9 | i | 2 | 2.4 | -0.21 | 1.5 | -1.7 | i | 3.0 | 478 | -8 | 720 | nt | nt | 7%
- CCC1Oc2nc(SC)nnc2-c2ccccc2N1C(=O)c1ccccc1 (stereo not drawn)
    3.9 | 3.5 | 12 | 7 | -3 | i | 6 | 1.1 | -0.068 | 0.52 | -1.2 | i | 4.8 | 1156 | -3 | 778 | 1 | 1222 | -11%
- CC(C)CNC(=S)N1CCN(Cc2ccc3c(c2)OCO3)CC1
    2.2 | 1.7 | 1.3 | -9 | -6 | i | 32 | -0.18 | -0.2 | -0.17 | 0.37 | i | -0.9 | 1039 | 5 | 683 | 0.46 | 1438 | 3%
- O=C(NCc1ccccn1)c1cc(-c2ccccc2)nc2ccccc12
    1.7 | 2.8 | 7.3 | -3 | 16 | i | 9 | -0.43 | -0.22 | -0.053 | -0.055 | i | 3.1 | 1072 | 22 | 664 | -0.19 | 1360 | 9%
- COC(=O)COc1ccc(NC(=O)C2CCCO2)cc1 (stereo not drawn)
    1.8 | 2.1 | 2.4 | -8 | -8 | i | -2 | 0.14 | -0.2 | 0.33 | 0.74 | i | 2.2 | 969 | -2 | 761 | 1.4 | 1305 | 2%
- COc1ccc(/C=N/OC(=O)c2ccc(Cl)cc2)c(Cl)c1OC
    nt | nt | nt | nt | nt | nt | nt | 0.49 | -0.27 | 0.16 | -0.54 | i | -1.0 | 1318 | -8 | 721 | -0.07 | 1000 | -12%

Among those listed so far, these contain a halogen:
Below each SMILES – MT stabilizer | MT stabilizer Hoechst-high % | MT stabilizer cytotoxicity % | WT yeast gro inh | WT yeast gro inh mutant strain | Autophagy mod | Autophagy mod cell loss 18 h | Dynein transport | Dynein transport cytoplasmic EGFP | Dynein transport nuclear GR-EGFP | Dynein transport cell count | Yfh1-depleted yeast | b-catenin transl | b-catenin transl cell count 5 µM | Hep lipid drop | Hep lipid drop cells 6.5 µM | Ins promoter up | Ins promoter up cell count | HEK293 NOD2/NF-kB
- CN1N=C(C(F)(F)F)CC1=O
    1.2 | 2.0 | 2.3 | 2 | -23 | i | -12 | -0.55 | -0.15 | -0.57 | 0.74 | i | -0.4 | 1027 | nt | nt | -0.6 | 1212 | 10%
- O=C(Cc1ccc([N+](=O)[O-])cc1)N1N=C(C2CC2)CC1(O)C(F)(F)F (stereo not drawn)
    3.1 | 1.7 | 2.9 | 13 | 11 | i | 16 | -0.37 | -0.25 | 0.55 | -1.6 | i | 2.3 | 457 | -27 | 776 | nt | nt | 0%
- COC(=O)C(Cc1cnc(Cl)s1)(C(=O)OC)c1ccc([N+](=O)[O-])cc1
    2.7 | 1.5 | 4.3 | 15 | 19 | i | 2 | -0.076 | -0.27 | -0.12 | 0.54 | i | -2.9 | 1127 | -8 | 788 | 0.11 | 917 | -12%
- NCCCCCc1nnc(SCc2ccc(Cl)cc2Cl)o1
    3.1 | 1.9 | 6.5 | 3 | 4 | i | 5 | 4 | 1.9 | 2 | -4.2 | i | 1.2 | 1344 | nt | nt | 0.09 | 1561 | 16%
- O=C(CNC(=S)N(Cc1ccccc1F)C1CCCCC1)NCC1CCCO1 (stereo not drawn)
    1.7 | 1.9 | 6.5 | -5 | -13 | i | 3 | 0.44 | -0.18 | -0.13 | -0.013 | i | -0.8 | 1123 | -4 | 689 | 0.73 | 1308 | 2%
- COc1ccc(/C=N/OC(=O)c2ccc(Cl)cc2)c(Cl)c1OC
    nt | nt | nt | nt | nt | nt | nt | 0.49 | -0.27 | 0.16 | -0.54 | i | -1.0 | 1318 | -8 | 721 | -0.07 | 1000 | -12%

Some of the compounds tested; count on the stated rates, not on these rows.
